Assay outcomes as filed in PubChem BioAssay.
Menin MLL FP TR: qHTS Assay for Inhibitors Targeting the Menin-MLL Interaction in MLL Related Leukemias: Competition With Texas Red Labeled MLL-derived Mutant Peptide; O00255; hit rate 0.23% among 270,000; AID 1768, 2009; Potency, µM (doses to about 61.6 µM), inactives show at the highest dose FP activity change, negative = inhibition, hits mostly inhibitors; Menin + Texas Red MLL mutant peptide, fluorescence polarization; active = well fitted inhibition curve with a large enough effect in the polarisation, with a control signal flat, not every such curve was filed as active; inconclusive = small, poorly fitted or top-dose-only effect, or effect the other way, or a change in a side signal; inactive = no such curve, though single readings can be large or run the other way; the % refers to the polarisation; note: potency is the fitted concentration of half-maximal effect; % of control where 0% means no effect; many of its hits are not listed in these tables
Rab9 promoter act: qHTS Assay for Rab9 Promoter Activators; Huh7 Rab9 promoter-luciferase reporter, luminescence, 24 h; Potency, µM (top dose mostly 9.22 µM), without a hit: at the highest dose activation, negative = inhibition, hits mostly activators; hit rate 2.8% among 320,000; AID 485297, 2010; note: potency is the fitted concentration of half-maximal effect; % of control where 0% means no effect; nearly all actives have a fitted effect of over 60% in size
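Steps: seed 1500 Huh7 Rab9-luc cells per well, rest 2 h at 37 °C; add compound in DMSO; incubate 24 h; add luciferase reagent, 10 min ambient; read luminescence.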
BRCA1 expr up: qHTS Assay to Identify Small Molecule Activators of BRCA1 Expression. MCF7-BRCA1-FFLuc reporter, luminescence, 48 h; response scale: scaled: vehicle 0%, 10 µM genistein 100%. Potency, µM (highest dose often 46.1 µM), for inactives: at the top dose activation, actives largely listed as activators. hit rate 1.1% among 380,000; note: potency is the fitted concentration of half-maximal effect; nearly all actives have a fitted effect of over 80% in size; some results filed as inactive show a strong effect at the top dose
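Luminescence from a BRCA1-driven firefly luciferase in MCF7 cells was the read-out, taken 15 min after substrate addition following 48 h compound exposure at 37 °C. Data were normalized to a 10 microM genistein control and DMSO vehicle.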
VP16 counter: VP16 counterscreen qHTS for inhibitors of ROR gamma transcriptional activity; Drosophila S2 Gal4-VP16 UAS-luciferase, luminescence, 20 h; Potency, µM (titrated, usually from 53.6 µM), for inactives: top-dose activity, negative = inhibition, most hits filed as inhibitors; hit rate 3.5% among 310,000;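 note: Gal4-VP16 expression switched on by copper sulfate through the metallothionein promoter; potency is the fitted concentration of half-maximal effect; % is set by controls: 0 for no effect and ±100 for the full control effect; nearly all actives have a fitted effect of over 50% in size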
p53 reactivation: qHTS assay for re-activators of p53 using a Luc reporter; H1299 p53-A138V BP100-luciferase reporter, luminescence, 24 h; Potency, µM (doses to about 92.2 µM), for the others: at the top dose activity change, positive = activation, actives largely listed as activators; hit rate 0.063% among 320,000; AID 504706, 2011; note: potency is the fitted concentration of half-maximal effect; % of control where 0% means no effect; nearly all actives have a fitted effect of over 45% in size
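p53-null H1299 cells stably carrying temperature-sensitive p53-A138V and a BP100-luciferase reporter were pinned with compounds (4-point, 1:5 series) and held 24 hrs at 37 deg C. Luminescence was read 10 min after detection reagent.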
NPC1 prom act: qHTS Assay for NPC1 Promoter Activators; AID 485313, 2010; Huh7 NPC1 promoter luciferase reporter, 24 h; hit rate 2.4% among 320,000; Potency, µM (titrated, usually from 9.22 µM), without a hit: top-dose activation, actives largely listed as activators;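 note: potency is the fitted concentration of half-maximal effect; % of control where 0% means no effect; nearly all actives have a fitted effect of over 60% in size; reporter is driven by a mutant NPC1 promoter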
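Luminescence read-out of NPC1 promoter-driven luciferase in stably transfected Huh7 cells; compounds delivered in DMSO and left 24 h at 37C, 5% CO2, qHTS titration format.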
RORg inh: qHTS for inhibitors of ROR gamma transcriptional activity | Nuclear receptor ROR-gamma (Mus musculus), P51450 | Drosophila S2 Gal4-RORgamma UAS-luciferase reporter, 20 h | hit rate 5.4% among 310,000 | Potency, µM (doses to about 53.6 µM), for inactives: at the highest dose activity change, negative = inhibition, actives largely listed as inhibitors; note: potency is the fitted concentration of half-maximal effect; % is set by controls: 0 for no effect and ±100 for the full control effect; nearly all actives have a fitted effect of over 60% in size
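Stable Schneider cell line, Gal4 DNA-binding domain fused to ROR gamma, UAS-luciferase. Cmpd 1 hr RT → CuSO4 700 uM final → 20 hr RT → luciferase reagent 10 min → luminescence.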
PKM2 act: qHTS Assay for Activators of Human Muscle isoform 2 Pyruvate Kinase | Pyruvate kinase PKM (Homo sapiens), P14618 | hit rate 0.34% among 260,000 | Potency, µM (top dose mostly 57.5 µM), inactives show at the highest dose activation, hits mostly activators | purified PKM2, Kinase-Glo ATP luminescence, activation; response scale: 0% is enzyme alone, no compound; note: potency is the fitted concentration of half-maximal effect; % is set by controls: 0 for no effect and ±100 for the full control effect; nearly all actives have a fitted effect of over 55% in size
Target sequence (P14618 whole entry, looked up, canonical isoform): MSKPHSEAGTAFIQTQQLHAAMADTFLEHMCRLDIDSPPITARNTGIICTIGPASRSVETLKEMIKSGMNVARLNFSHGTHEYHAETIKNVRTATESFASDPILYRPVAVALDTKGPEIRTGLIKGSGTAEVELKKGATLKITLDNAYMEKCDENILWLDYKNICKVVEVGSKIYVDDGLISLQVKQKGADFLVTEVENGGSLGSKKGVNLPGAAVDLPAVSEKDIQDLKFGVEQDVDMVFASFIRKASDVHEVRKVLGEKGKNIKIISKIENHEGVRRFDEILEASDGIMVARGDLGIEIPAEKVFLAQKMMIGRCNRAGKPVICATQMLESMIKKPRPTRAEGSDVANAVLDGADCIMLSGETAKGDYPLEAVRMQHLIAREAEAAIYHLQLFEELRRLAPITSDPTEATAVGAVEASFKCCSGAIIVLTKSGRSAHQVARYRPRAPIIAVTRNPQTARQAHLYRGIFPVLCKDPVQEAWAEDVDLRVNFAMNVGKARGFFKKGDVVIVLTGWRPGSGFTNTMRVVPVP
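Purified hPK-M2 (>95% pure) converted ADP (0.1 mM final) to ATP with 0.5 mM PEP in 50 mM imidazole pH7.2, KCl, MgCl2, Tween 20, BSA; 1 h at room temperature. ATP detected by Kinase-Glo luminescence.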
ELG1 genotoxic: qHTS screen for small molecules that induce genotoxicity in human embryonic kidney (HEK293T) cells expressing luciferase-tagged ELG1; HEK293T ELG1-luciferase reporter, luminescence, 16 h; Potency, µM (series often up to 46 µM), inactives show at the highest dose activity change, positive = activation, hits mostly activators; hit rate 1.3% among 330,000; AID 504466, 2011; note: potency is the fitted concentration of half-maximal effect; % of control where 0% means no effect; nearly all actives have a fitted effect of over 60% in size
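Reporter readout depends on ELG1 protein level, which increases with genetic stress. After 16 hr compound exposure at 37 °C, luciferase activity was quantified using ONE-Glo.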
Giardia killer: Small Molecules that selectively kill Giardia lamblia: qHTS. Giardia lamblia trophozoite viability. activity change, % at 7.66 µM, hits read low. hit rate 0.15% among 340,000. AID 540267, 2011; in the data active = activity change below about -80%; inconclusive = between about -30% and that limit;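 note: parasites exposed to compound for two days anaerobically before the ATP read; % is set by controls: 0 for no effect and ±100 for the full control effect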
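Media and compound were dispensed first, then trophozoites at 100 cells/well; plates sat 48 hrs at 37 deg C without oxygen before ATP luminescence reagent was added and read after 15-30 min at room temperature.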
FLuc counter: qHTS profiling assay for firefly luciferase inhibitor/activator using purifed enzyme and Km concentrations of substrates (counterscreen for miR-21 project) | purified FLuc, Km substrates, luminescence inhibition | Luciferin 4-monooxygenase (Photinus pyralis), P08659 | hit rate 6.9% among 360,000 | AID 588342, 2011 | Potency, µM (series often up to 57.5 µM), inactives show top-dose activity change, negative = inhibition, actives largely listed as inhibitors;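 note: potency is the fitted concentration of half-maximal effect; plate controls were vehicle for no effect and reference inhibitor for full effect; nearly all actives have a fitted effect of over 55% in size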
Target sequence (P08659 whole entry, looked up): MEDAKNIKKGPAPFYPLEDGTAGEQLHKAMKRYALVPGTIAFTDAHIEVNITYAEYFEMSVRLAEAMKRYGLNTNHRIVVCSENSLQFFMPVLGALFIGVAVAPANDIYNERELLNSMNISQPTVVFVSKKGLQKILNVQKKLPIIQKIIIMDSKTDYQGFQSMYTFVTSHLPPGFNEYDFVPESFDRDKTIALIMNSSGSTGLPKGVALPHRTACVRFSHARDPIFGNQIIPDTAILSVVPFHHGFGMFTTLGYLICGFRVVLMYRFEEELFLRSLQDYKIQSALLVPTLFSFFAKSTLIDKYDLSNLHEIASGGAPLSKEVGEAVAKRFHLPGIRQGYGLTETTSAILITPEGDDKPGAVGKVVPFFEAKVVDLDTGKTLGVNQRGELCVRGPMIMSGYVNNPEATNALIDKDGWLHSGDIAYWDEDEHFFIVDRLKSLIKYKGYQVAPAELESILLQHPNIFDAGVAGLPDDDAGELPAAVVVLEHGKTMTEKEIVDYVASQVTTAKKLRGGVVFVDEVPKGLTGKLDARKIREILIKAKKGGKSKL
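Purified P. pyralis luciferase, 10 nM final, with Km-level 10 uM D-luciferin and 10 uM ATP in 50 mM Tris acetate pH 7.5, 10 mM Mg acetate, 0.01% Tween-20, 0.05% BSA; 6-point qHTS titration about 60 µM downward; luminescence read.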
* = called active by the depositor; ? = inconclusive; . = no result given; & = joins results of further samples; [ ] = remark or other dose. Unless noted, calls come from the whole dose curve; as a rule, active = well fitted curve in the direction sought with a large enough effect; inconclusive = small, poorly fitted or top-dose-only effect, or another doubt; inactive = no such curve, though single readings can be large; an effect the other way counts as inactive or inconclusive.

SMILES	Menin MLL FP TR	Rab9 promoter act	BRCA1 expr up	VP16 counter	p53 reactivation	NPC1 prom act	RORg inh	PKM2 act	ELG1 genotoxic	Giardia killer	FLuc counter
COc1ccc(C(=O)Nc2ccccc2-c2nnn(CC(=O)N3CCOCC3)n2)cc1	?	-8%	36%	0%	4%	1%	-3%	-9%	-5%	-2	0%
CC[C@@H]1CC=C[C@H]2[C@H]1C(=O)N(Cc1ccccc1)[C@H]2c1ccc(C(F)(F)F)cc1	.	-7%	-6%	?	10%	1%	36%	-2%	-8%	34[activator]	-3%
O=C(/C=C/c1ccc(Cl)c(Cl)c1)NC1=NCCS1	11%	2.2µM*	?	?	15%	2.8µM*	7.9µM*	-37%	18%	-7	?
CC1C(=O)C(C)C(c2ccccc2F)NC1c1ccccc1F (centres undefined)	?	4%	1%	2%	2%	0%	-23%	.	0%	9	?
O=C(C1CCN(C2CC(=O)N(c3cccc(Cl)c3)C2=O)CC1)N1CCCCCC1 (centres undefined)	-23%	-3%	0%	-1%	-4%	-5%	?	0%	1%	-10	2%
O=C(NCC(O)c1ccc([N+](=O)[O-])cc1)c1cccc(S(=O)(=O)N2CCOCC2)c1 (centres undefined)	.	-2%	-5%	2%	-5%	0%	17%	-2%	-2%	-13	4%
O=C(NCC(O)CO)c1csc(Nc2cccc3ccccc23)n1 (centres undefined)	15%	5%	-40%	?	.	1%	-20%[1.91 µM]	1%	0%	1	-4%
O=C(Nc1ncc(Cc2ccccc2)s1)c1cccs1	?	0.5µM*	?	?	.	1.3µM*	0%[10 µM]	-7%	?	-17	1.1µM*
Cc1onc(-c2c(Cl)cccc2Cl)c1C(=O)Nc1nccs1	17%	-2%	-9%	?	-8%	0%	10µM*	3%	-22%	-2	3%
COCCN(C(=O)COC(=O)CCOc1cccc(C)c1)c1c(N)n(Cc2ccccc2)c(=O)[nH]c1=O	.	-2%	-2%	.	-4%	-4%	.	.	-2%	-13	2%
Cc1nc(SCC(=O)NC(=O)NCc2ccccc2)nc(C)c1C	-2%	6%	2%	-5%	-1%	1%	8%	-7%	0%	6	2%
Fc1cccc(CSc2nc3ncccc3[nH]2)c1	-5%	?	55%	?	26%	24%	?	1%	-1%	-23	?
COc1ccc(N2CCN(CCCNC(=O)C(=O)c3c(C)n(C)c4ccccc34)CC2)cc1	.	2%	-1%	-4%	6%	1%	-16%	.	0%	-11	1%
COc1ccccc1Nc1nc(N)nc(CSc2nccn2C)n1	-14%	17%	18%	30%	7%	4%	-36%	-3%	10%	-23	-11%
COCCN1Cc2cccc(C(=O)NCc3ccccn3)c2C1=O	1%[11.7 µM]	10%	-4%	0%	-2%	-1%	2%	2%	0%	4	1%
CCC(OC(=O)c1ccco1)C(=O)NCc1ccc(OC)cc1 (centres undefined)	12%	-3%	-3%	-8%	1%	0%	-22%	-5%	0%	6	1%
CCC1=C(OC(=O)N(CC)CC)N2C(=O)OC(=NCCc3c[nH]c4ccccc34)[C@]2(Cc2ccccc2)[C@H]2C1=CC[C@H]1C(=O)NC(=O)[C@H]12	5%	-7%	-65%	?	-1%	0%	14%&31%	8%&-10%	-7%	-18	2%
CSc1ccccc1NC(=O)CN(C)Cc1ccc(Br)cc1	-20%	-2%	-16%	-2%	12%	-1%	0%	9%	-10%	17	1%
Cc1cc(Br)c2c(c1)=C(c1sc(N3CCCCCC3)nc1O)C(=O)N=2	26%	18%	50%	30%	-2%	2%	?	-7%	9%	-1	-14%
CSc1ccccc1C(=O)NCc1cccnc1	0%	0%	0%	-2%	-1%	-3%	3%	-1%	2%	-2	1%
CC(C(=O)NCc1cccs1)n1cccc1 (centres undefined)	15%	2%	-5%	1%	18%	1%	-19%	0%	4%	6	-2%
CCOc1c(C(N)=O)cc([N+](=O)[O-])cc1[N+](=O)[O-]	-1%	-5%	1%	?	-8%	-2%	-10%	-4%	0%	-27	4%
CCN(CC)C(=O)C1CCN(C(=O)c2oc3ccc(C)cc3c2C)CC1	.	22%	41%	18%	7%	13%	-1%	-4%	18%	-1	-12%
CC1CCC(NC(=O)CN(C)S(=O)(=O)c2ccc3c(c2)CCC(=O)N3)CC1 (centres undefined)	.	0%	2%	-5%	-3%	-7%	3%	.	1%	-8	2%
C=CCOC(=O)C(=O)/C=C/c1ccc2c(c1)Cc1ccccc1-2	6%	2%	-1%	7%	6%	-1%	26%	-10%	7%	3	11µM*
Cc1ccc(NC(=O)CSC(C)C(=O)OC(C)C(=O)NC2CCCCC2C)cc1 (centres undefined)	.	13%	3%	.	8%	-6%	.	.	-4%	19	-4%
Cc1ccccc1NS(=O)(=O)c1cc(S(C)(=O)=O)ccc1Cl	5%	2%	-6%	4%	-4%	2%	32%	-1%	1%	2	9%
CCCOc1ccc(OCCOCCNCc2ccccc2)cc1	-16%	-6%	-21%	26%	7%	-1%	-2%	-1%	-2%	12	1%
O=C(Cc1ccccc1[N+](=O)[O-])Nc1ccccc1C(=O)N1CCCC1	0%	0%	3%	3%	2%	-2%	3%	-3%	1%	9	3%
COc1cccc(C(=O)N/N=C/c2cn[nH]c2-c2ccc(OC)cc2OC)c1	-17%	-2%	-10%	-2%	-3%	-2%	-20%	-2%	-2%	-7	15µM*
CCOc1ccccc1NC(=O)CSc1ncnc2c1oc1ccccc12	0%	0%	-54%	-12%	-11%	-7%	7%	0%	0%	3	-3%
CN(C)c1ccc(/C=N/NC(=O)c2cc(-c3ccc4c(c3)OCO4)n[nH]2)cc1	.	-6%	-37%	24%	8%	?	-4%	-4%	4%	-9	12µM*
COc1ccnc2c1c(=O)n(Cc1ccc(Cl)cc1Cl)c(=O)n2C	19%	-1%	-20%	3%	-16%	2%	-12%	0%	1%	-1	6%
COc1ccc(CN2C(=S)NC(C)(C)CC2(C)O)cc1 (centres undefined)	-5%	-3%	-5%	?	-2%	-4%	13µM*	2%	1%	15	0%
CCN1C(=O)/C(=C/C2=Cc3ccccc3OC2C)SC1=S (centres undefined)	.	7%	-11%	-10%	2%	-2%	-8%	-8%	0%	3	13µM*
CCOC(=O)CSc1ncnc2c1nnn2-c1ccc(F)cc1	16%	3%	41%	5%	4%	0%	-23%	3%	6%	-4	15µM*
CC(C)OCCCNC(=O)c1c(N)n(/N=C/c2cccs2)c2nc3ccccc3nc12	-9%	-3%	2%	-7%	-2%	-4%	-18%	-3%	-7%	-15	2%
COCc1cc(=O)n2[nH]c(C(F)(F)F)nc2n1	13%	-4%	-20%	-22%	0%	-2%	-2%	1%	1%	9	6%
Cc1ccc(C(c2sc3nc(C)nn3c2O)N2CCN(C(=O)c3ccco3)CC2)cc1 (centres undefined)	-15%	0%	0%	7%	-9%	-4%	?	-1%	6%	4	4%
O=C(NCc1ccccc1)C1CCN(S(=O)(=O)c2cccc3cccnc23)CC1	-1%	-7%	0%	-7%	0%	-1%	-7%	10%	-9%	14	-1%
COCCn1c(SCC(=O)NC2(C#N)CCCCC2)nc2ccccc2c1=O	.	-2%	14%	.	-6%	0%	.	.	-3%	-6	1%
CN(C)N1C(N)=C(C#N)C(c2ccc3c(c2)OCO3)C2=C1CC(C)(C)CC2=O (centres undefined)	1%	-4%	-1%	5%	0%	-5%	-2%	.	0%	-1	2%
CSc1nc2ccc(NC(=O)C3CC(=O)N(Cc4ccco4)C3)cc2s1 (centres undefined)	9%	3%	-24%	2%	-3%	8%	0%	15%	4%	5	-6%
Cc1ccccc1C(=O)N1CCC(C(=O)OCc2ccccc2Cl)CC1	.	8%	-4%	.	2%	-2%	.	.	1%	4	-2%
COc1ccc(C(C)NC(=O)c2cccc([N+](=O)[O-])c2)cc1OC (centres undefined)	-2%	-2%	-15%	-8%	-6%	-1%	13%	-2%	1%	-3	1%
CCS(=O)(=O)c1ccc2oc(SCC(=O)c3c(N)n(C4CC4)c(=O)[nH]c3=O)nc2c1	.	-5%	-1%	.	2%	-2%	.	.	1%	-16	1%
Cc1cc(C)c(S(=O)(=O)N2CCCC(C(=O)NC3CC3)C2)c(C)c1 (centres undefined)	.	-2%	5%	3%	7%	2%	-19%	0%	1%	-19	3%

These rows are one share of the data. The share of hits here may be higher or lower than overall.
